# Screens from PubChem.
# GLP-1R agonist: agonists of human GLP-1 receptor; P43220; HEK293 GLP-1R CRE-luciferase, luminescence, 4-6 h; cells express a hypersensitive GLP-1R form; Potency, µM (highest dose often 45.6 µM), inactives show at the top dose activation, usual class: activators; 380,000 compounds, 0.007% hits; AID 624172; note: potency is the fitted concentration of half-maximal effect; % of control where 0% means no effect
# Target sequence (P43220 whole entry, looked up): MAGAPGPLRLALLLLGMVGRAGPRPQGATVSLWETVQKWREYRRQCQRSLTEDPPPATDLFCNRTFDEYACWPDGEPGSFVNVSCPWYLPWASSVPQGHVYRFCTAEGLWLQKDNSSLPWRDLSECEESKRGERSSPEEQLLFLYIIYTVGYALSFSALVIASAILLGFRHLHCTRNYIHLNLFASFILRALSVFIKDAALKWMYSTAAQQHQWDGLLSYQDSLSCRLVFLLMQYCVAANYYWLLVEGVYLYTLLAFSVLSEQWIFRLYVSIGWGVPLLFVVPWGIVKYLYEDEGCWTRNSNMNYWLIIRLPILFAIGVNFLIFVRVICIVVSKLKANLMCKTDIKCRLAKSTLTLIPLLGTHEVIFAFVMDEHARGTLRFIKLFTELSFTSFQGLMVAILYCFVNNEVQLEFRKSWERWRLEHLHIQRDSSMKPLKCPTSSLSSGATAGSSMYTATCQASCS
# HT1080 IDH1KD tx: toxicity to HT-1080 IDH1 knockdown cells (counter line) | HT-1080 IDH1 knockdown viability, ATP luminescence, 48 h | Potency, µM (top dose mostly 46.1 µM), for the others: top-dose activity, negative = toxicity, actives largely listed as cytotoxic | 360,000 compounds, 2% hits;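 note: potency is the fitted concentration of half-maximal effect; 0% = DMSO wells and -100% = cell-free medium wells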
#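 After a 2 h attachment period, IDH1KD HT-1080 cells took pin-transferred compound for 48 h at 37 °C; ATP-based luminescence after 10 min room-temperature reagent incubation reported viability.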
# KB-V1 MDR tox: KB-V1 MDR subline cytotoxicity; KB-V1 MDR cells viability, CellTiter-Glo, 72 h; Potency, µM (titrated, usually from 46.1 µM), for inactives: at the highest dose activity change, negative = cytotoxicity, hits mostly cytotoxic; 400,000 compounds, 3.4% hits; AID 1347076; note: potency is the fitted concentration of half-maximal effect; % is set by controls: 0 for no effect and ±100 for the full control effect; nearly all actives have a fitted effect of over 60% in size
#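 Compound-treated KB-V1 multidrug-resistant cells, 72 h, 37 degrees C; viability by CellTiter-Glo. Fitted qHTS curves give the values.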
# HT1080-NT tox: kills 2HG-producing HT-1080-NT fibrosarcoma cells. 360,000 compounds, 1.6% hits. AID 686970. HT-1080-NT fibrosarcoma viability, CellTiter-Glo ATP luminescence, 48 h. Potency, µM (titrated, usually from 46.1 µM), inactives show at the top dose activity, negative = less viability, hits mostly cytotoxic;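 note: NT is the 2HG producing partner of a matched IDH1 knockdown line; potency is the fitted concentration of half-maximal effect; 0% = DMSO-treated cells and -100% = media-only wells without cells; nearly all actives have a fitted effect of over 55% in size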
#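 HT-1080-NT; 750 cells/well; 5% FBS RPMI; 48 h compound, 37 degrees C; CellTiter-Glo luminescence; curve fitting and curve-class assignment.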
# KB-3-1 tox: kills parental KB-3-1 adenocarcinoma cells. Potency, µM (titrated, usually from 46.1 µM), without a hit: at the top dose activity change, negative = cytotoxic, hits mostly cytotoxic. KB-3-1 viability, CellTiter-Glo ATP luminescence, 72 h. 400,000 compounds, 1.4% hits; note: potency is the fitted concentration of half-maximal effect; % is set by controls: 0 for no effect and ±100 for the full control effect; nearly all actives have a fitted effect of over 60% in size
#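 KB-3-1 parental drug-naive adenocarcinoma cells in DMEM/10% FBS, incubated 72 h at 37 C with pin-transferred compounds across a concentration series. Viability by CellTiter-Glo luminescence; concentration-response curves fitted after normalization.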
# DRD3 antagonist: D3 dopamine receptor (human) antagonism; P35462; D3R cells, DiscoveRx beta-arrestin luminescence, antagonist mode; hits give low values; max response, negative = inhibition, %; 360,000 compounds, 2.5% hits; AID 652054; in the data active = max response below about -50%; inconclusive = no clear call, values can overlap the other calls; note: % is set by controls: 0 for no effect and ±100 for the full control effect; mostly tested at two doses, the higher about 12 µM
# Target sequence (P35462 whole entry, looked up): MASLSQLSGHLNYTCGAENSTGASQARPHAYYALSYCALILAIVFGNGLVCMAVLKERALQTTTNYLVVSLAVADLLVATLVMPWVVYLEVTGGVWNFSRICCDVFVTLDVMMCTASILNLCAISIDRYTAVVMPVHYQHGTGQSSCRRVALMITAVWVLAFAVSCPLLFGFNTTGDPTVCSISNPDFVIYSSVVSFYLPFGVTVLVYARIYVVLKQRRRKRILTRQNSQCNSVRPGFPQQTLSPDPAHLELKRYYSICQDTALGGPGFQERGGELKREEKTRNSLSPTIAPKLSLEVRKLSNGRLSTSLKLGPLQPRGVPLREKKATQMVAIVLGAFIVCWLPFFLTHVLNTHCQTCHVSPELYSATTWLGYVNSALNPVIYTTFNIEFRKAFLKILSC
#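 Cells expressing the human receptor were seeded at 1500 cells/well, incubated overnight at 37 degrees C in 5% CO2, then exposed to library compounds with dopamine controls for 90 minutes at 37 degrees C before luminescent detection.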
# SW480 rerep: induces DNA re-replication in SW480 colon adenocarcinoma cells. 340,000 compounds, 1.8% hits. SW480 DNA re-replication, Hoechst DNA content imaging, 48 h. AID 624297. Potency, µM (titrated, usually from 46.1 µM), inactives show top-dose re-replication activation, hits mostly activators; note: potency is the fitted concentration of half-maximal effect; % of control where 0% means no effect; nearly all actives have a fitted effect of over 55% in size
#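 SW480 cells exposed to compounds for 48 hr at 37 C, 5% CO2, then Hoechst-stained 40 min. Nuclear DNA content imaged by fluorescence scanning (405 nm excitation, 500-530 nm emission); re-replication scored as increased high-intensity nuclei.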
# D3 ag: agonists of human D3 dopamine receptor; max activation, %; AID 652048; D3R DiscoveRx beta-arrestin cells, luminescence, 90 min; 410,000 compounds, 0.58% hits; P35462; in the data active = max activation above about 30%; note: 0% is about no effect; mostly tested at two doses, the higher about 12 µM
#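 Cells at 1500/well, incubated overnight, then treated with pinned compounds (dopamine as control) for 90 min at 37 degrees C. DiscoveRx reagent added for 30 - 60 minutes at room temperature; luminescence read.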
# IL1B secr inh: inhibitors of inflammasome signaling (IL-1 beta secretion); 360,000 compounds, 4.7% hits; activity change, % at 57.5 µM; AID 743279; THP-1 LPS/ATP IL-1B secretion, AlphaLISA, 16 h; hits give low values; in the data active = activity change below about -50%; inconclusive = mostly about -30% to -49%; note: % is set by controls: 0 for no effect and ±100 for the full control effect
#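 THP-1 cells pretreated 1 hr with compounds (up to 57.5 uM final), then stimulated with LPS (250 ng/mL final) plus ATP (1.25 mM final); secreted IL-1B measured by AlphaLISA after 16 hr, decreased signal indicating inhibition.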
# The depositor's hits bear a star; ? = inconclusive; . = not tested or not shown; [ ] = another dose, or the depositor's remark. Unless noted, calls come from the whole dose curve; as a rule, active = well fitted curve in the direction sought with a large enough effect; inconclusive = small, poorly fitted or top-dose-only effect, or another doubt; inactive = no such curve, though single readings can be large; an effect the other way counts as inactive or inconclusive.
molecule	GLP-1R agonist	HT1080 IDH1KD tx	KB-V1 MDR tox	HT1080-NT tox	KB-3-1 tox	DRD3 antagonist	SW480 rerep	D3 ag	IL1B secr inh
O=C(NCc1cccc(C(F)(F)F)c1)C1CC(c2ccc(C(F)(F)F)cc2)=NO1 (stereo not given)	18.3%	-13.9%	25.0%	-19.5%	-1.3%	5.8	-7.1%	25.6	-1.8
Cc1ccnc(SCC(=O)NC2CCCCCC2)n1	-0.5%	21.6%	22.9%	12.4%	18.8%	8.5	7.5%	13.8	24.2
Cc1c(Nc2nc(-c3ccc(Cl)cc3)cs2)c(=O)n(-c2ccccc2)n1C	-17.4%	-16.5%	7.31µM*	-7.0%	?	14.3	2.0%	1.7	?
COc1cccc(CN2CC(C(=O)N3CCOCC3)CCC2=O)c1 (stereo not given)	-0.5%	20.7%	-5.0%	20.7%	-3.8%	-13.9	-10.9%	1.8	-8.1
CC(C)(C)C1CCC(C(=O)NCCc2ccc(S(N)(=O)=O)cc2)CC1 (stereo not given)	13.3%	-0.6%	23.9%	4.3%	10.4%	-16.7	-29.5%	-4.5	14.3
CC(C)(C)SCCSC1=CC(=O)CC(c2ccccc2)C1 (stereo not given)	26.1%	-0.3%	-3.4%	-2.0%	21.0%	-7.0	1.9%	-8.1	4.7
O=C(O)c1cccnc1SCc1cccc(Br)c1	-1.9%	2.6%	-4.3%	10.3%	-7.6%	-9.3	-8.8%	-2.8	29.8
O=S(=O)(NCc1ccncc1)c1ccc(F)c(F)c1	0.7%	-16.6%	?	1.5%	2.5%	23.2	.	8.1	2.0
CC1(C(=O)NS(=O)(=O)Cc2cccc(Cl)c2)CCN1C(=O)Cc1ccc(Cl)cc1Cl (stereo not given)	-0.9%	9.5%	3.1%	-4.7%	0.0%	5.6	.	1.5	-21.1
CCCCCCC(C)n1cc(C(C)=O)c(=O)[nH]c1=O (stereo not given)	-3.2%	0.0%	?	7.2%	1.9%	27.1	-3.7%	3.1	8.9
COc1ccccc1CNC(=O)C(=O)c1cn(CC(=O)N2CCCC2)c2ccccc12	1.3%	-2.7%	-18.8%	-6.4%	-1.6%	-3.7	-9.6%	3.4	-10.4
O=C(NC1CCCC1)c1cc(COc2ccc3ncccc3c2)on1	4.4%	?	?	?	-27.3%	19.7	-15.7%	2.8	-5.6
COCCCNC(=S)N/N=C/c1ccc(O)cc1O	12.6%	-17.3%	-18.0%	-10.1%	2.6%	-4.8	?	32.0*	.
C=C1CCC2[C@](C)(CO)[C@H](O)CC[C@@]2(C)[C@@H]1C/C=C1\C(=O)OC[C@H]1O (stereo not given in full)	3.0%	-14.0%	1.7%	-3.3%	-1.0%	-29.9	?	8.3	-87.7*
Cc1ccc(S(=O)(=O)N2CCC(C(=O)OCC(=O)N(C)C3CCS(=O)(=O)C3)CC2)cc1C (stereo not given)	-2.2%	9.3%	?	8.5%	-3.2%	3.9	0.6%	0.7	9.3
CCc1c(C)nc(N2CCN(c3ccccc3F)CC2)[nH]c1=O	-3.1%	15.7%	-23.2%	13.3%	-0.7%	-6.1	-2.6%	6.4	-2.6
O=C(Cc1ccc([N+](=O)[O-])cc1)Nc1cccc(C(F)(F)F)c1	1.2%	-0.3%	6.5%	-2.4%	-16.1%	-7.8	-0.5%	-6.9	-6.0
Cc1ccnc(NCn2nnc3ccccc32)c1	-4.0%	6.1%	-0.2%	0.7%	?	-15.0	5.9%	-6.4	26.1
COc1ccc(OC)c(N/C(C)=C/C(=O)c2ccncc2)c1	3.1%	1.2%	-2.5%	6.8%	-0.7%	-8.2	-6.5%[9.22 µM]	8.9	-4.7
COc1cc2c(cc1OC)CN(C(=O)CSc1ccccc1C)CC2	-1.8%	3.2%	3.5%	-4.6%	-7.8%	-4.5	-0.4%	-7.3	-60.1*
COc1ccc(CN2C(=O)CCC2(C)C(=O)NC2CCCC2)c(OC)c1 (stereo not given)	-0.7%	-0.6%	?	-3.1%	-7.4%	12.0	0.3%	4.1	19.3
Cc1onc(-c2ccccc2Cl)c1C(=O)NC1CCCCCC1	10.7%	-10.4%	-17.5%	-1.5%	-8.0%	0.9	-8.7%	-5.4	11.4
Cn1nccc1C(=O)Nc1ccc2c(c1)OCCO2	-3.2%	-23.3%	-2.8%	-19.2%	-12.8%	11.3	-9.7%	5.2	-11.4
COc1ccccc1OCCC(=O)OCC(=O)NCc1ccc(Cl)cc1	1.8%	1.6%	3.3%	-0.3%	-1.0%	1.1	-9.2%	0.2	2.8
Cc1nnn(C23CC4CC(CC(C(=O)NN)(C4)C2)C3)n1	-0.7%	-9.7%	0.0%	?	1.9%	7.8	-6.1%	3.2	35.5

# Additional entries:
molecule	GLP-1R agonist	HT1080 IDH1KD tx	KB-V1 MDR tox	HT1080-NT tox	KB-3-1 tox	DRD3 antagonist	SW480 rerep	D3 ag	IL1B secr inh
O=C(/C=C/c1ccc(S(=O)(=O)N2CCOCC2)cc1)N1CCN(c2ccc(F)cc2)CC1	-3.6%	-7.8%	-28.2%	-0.4%	-22.2%	11.5	-11.9%	6.0	-2.4
CCc1nc(-n2[nH]c(=O)c3ccccc3c2=O)c2c3c(sc2n1)CCCC3	-3.4%	13.8%	0.1%	-2.4%	?	3.2	-3.6%	2.5	23.6
Cc1ccc(NC(=O)CSc2nnc(NC(=O)CN3CCOCC3)s2)cc1	4.0%	-7.4%	-4.5%	-2.5%	-1.1%	-8.7	-0.9%	-2.5	13.0
O=C(Nc1ccccc1F)c1ccc2ncsc2c1	-0.3%	2.2%	-38.1%	11.0%	-2.2%	5.1	4.4%	0.6	-21.1
O=C1N(Cc2cccc(Cl)c2)C[C@@H]2C[C@@H](c3cccn3-c3nccs3)N3CCC[C@@]123	5.6%	?	-16.6%	?	-23.1%	-15.0	8.2%	-3.9	-81.9*
COc1ccc(/C=N/OCC(=O)NC(c2ccccc2)c2ccccc2)cc1OC	?	-14.2%	2.31µM*	-7.2%	?	-23.8	0.3%	10.8	0.0
O=C(O)c1cc2n(n1)CCN(Cc1ccccc1Cl)C2=O	1.6%	5.8%	5.1%	11.3%	10.5%	10.3	-2.0%	6.2	19.7
COc1cccc(-c2nc(-c3cccc(C)c3)nc3cc(Cl)ccc23)c1	1.0%	4.9%	-17.1%	19.6%	2.7%	0.0	.	-9.4	61.0
O=C(O)c1ccc2c(c1)C(=O)N(CCCCCCCN1C(=O)c3ccc(C(=O)O)cc3C1=O)C2=O	-0.7%	-0.4%	?	6.0%	10.0%	-6.1	-8.3%[1.84 µM]	3.4	46.4
CC(OC(=O)CCc1nc2ccccc2c(=O)[nH]1)C(=O)NC1CCCC1 (stereo not given)	-5.8%	11.4%	29.8%	13.6%	-2.4%	1.7	-2.9%	6.1	54.1
C#Cc1ccc([C@@H]2C=C(C(=O)N3CCN(Cc4ccccc4)CC3)O[C@H](OCC)[C@H]2CCCO)cc1	12.4%	0.4%	-64.5%	-0.5%	?	20.2	?	6.2	-20.3
O=C(/C=C/c1ccccc1Cl)c1ccc[nH]1	11.4%	?	-22.5%	?	?	0.0	4.61µM*	-2.6	?
COc1ccccc1NC(=O)c1cc2n(n1)C(C(F)(F)F)CC(c1ccc3c(c1)OCO3)N2 (stereo not given)	-21.4%	-12.3%	0.0%	-12.1%	-28.3%	21.6	-1.7%	5.3	?
CCn1c(SCC(=O)c2ccc3c(c2)OCCO3)nnc1C(C)C	1.2%	20.6%	3.2%	17.7%	10.8%	?	-0.6%	4.3	12.6
O=c1[nH]c2ccccc2n1C1CCCCC1	0.5%	1.6%	?	-6.2%	-9.1%	1.8	-7.3%	5.9	12.3
O=C(Nc1cccc2cccnc12)c1ccc(Cl)cc1Cl	24.9%	0.0%	-5.8%	-2.3%	4.6%	-3.1	3.4%	3.4	24.5
CCOC(=O)C1(C)CCCN(C(=O)CCc2ccccc2)C1 (stereo not given)	-1.1%	-0.6%	-2.3%	3.9%	0.0%	-22.0	.	-12.9	4.4
O=c1[nH]c2cc([N+](=O)[O-])cc(Cl)c2c2ccccc12	12.0%	2.8%	11.6µM*	4.2%	-9.7%	3.6	.	0.8	1.1
COc1nc(OCCNC(C)=O)nc(N(C)C)n1	-8.2%	19.2%	-1.8%	6.2%	-19.6%	25.0	-6.4%	4.8	9.7
CCn1ccnc1CN(C)Cc1c(C(=O)N2CCCCCCC2)nc2ccc(Cl)cn12	9.3%	12.2%	?	6.5%	-4.5%	5.0	-4.1%	1.3	-11.7
Cn1c(-c2c(N)n(CCCc3ccccc3)c3nc4ccccc4nc23)nc2ccccc21	-1.8%	?	9.2µM*	?	?	14.3	16.4µM*	3.6	?
CC(C)(C)c1ccc(C(=O)NNc2ccc(F)cc2F)cc1	-9.1%	-23.1%	3.7%	-19.5%	-28.2%	-7.4	-3.5%	2.6	-10.7
COc1cc(C(C#N)N2CCC(c3ccccc3)=N2)ccc1O (stereo not given)	8.5%	5.4%	12.3%	19.2%	6.5%	7.5	22.8%	13.0	-12.4
COCCNCC(=O)N1c2ccccc2Sc2ccccc21	-3.2%	-2.6%	-26.5%	-2.3%	2.7%	-7.2	-6.6%[9.22 µM]	-10.5	0.0
O=C(CP(=O)(c1ccccc1)c1ccccc1)Nc1cccc(CP(=O)(c2ccccc2)c2ccccc2)c1	7.1%	?	-6.0%	?	-9.8%	-16.2	12.4%	-18.9	?

# Arranged by length of the SMILES (high to low): part of the list above
molecule	GLP-1R agonist	HT1080 IDH1KD tx	KB-V1 MDR tox	HT1080-NT tox	KB-3-1 tox	DRD3 antagonist	SW480 rerep	D3 ag	IL1B secr inh
O=C(/C=C/c1ccc(S(=O)(=O)N2CCOCC2)cc1)N1CCN(c2ccc(F)cc2)CC1	-3.6%	-7.8%	-28.2%	-0.4%	-22.2%	11.5	-11.9%	6.0	-2.4
Cn1c(-c2c(N)n(CCCc3ccccc3)c3nc4ccccc4nc23)nc2ccccc21	-1.8%	?	9.2µM*	?	?	14.3	16.4µM*	3.6	?
O=C(O)c1cc2n(n1)CCN(Cc1ccccc1Cl)C2=O	1.6%	5.8%	5.1%	11.3%	10.5%	10.3	-2.0%	6.2	19.7
